# TLR9-MyD88 block: blocks human TLR9 binding to MyD88 | AID 504734 | inhibition, % at 4.98 µM | CHO BLA complementation TLR9-MyD88, CCF4 FRET ratio | actives 0.21% (n = 340,000) | Q9NR96+Q99836;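 active = inhibition above the mean over all tested compounds plus 3 SD, cut at about 21% in these data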;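 also: 0% = DMSO only wells and 100% = clavulanate BLA inhibitor control wells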
# C8 TRAIL sens: sensitizes caspase-8 expressing cells to TRAIL; NB7+C8 cells + TRAIL, ATPlite viability luminescence; inhibition (viability loss, TRAIL sensitization), % at 10 µM; actives 1% (n = 360,000);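 active = compounds causing at least 50% loss of cell viability in the single-dose screen, relative to plate controls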
# NCOA3 inh: human NCOA3 inhibition; Q9Y6Q9; HEK293 GAL4-SRC3 luciferase reporter, luminescence; inhibition, % at 3.6 µM; actives 0.17% (n = 360,000); AID 588352;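 active = inhibition above a per-campaign cutoff, the mean of all compounds plus 3 SD, cut at about 60% in these data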;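 also: 0% = DMSO-treated cells and 100% = gossypol-treated cells at 36 µM; higher means less SRC3-driven luciferase light from the GAL4 reporter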
# Target sequence (Q9Y6Q9 whole entry, looked up, the tested form may be a part): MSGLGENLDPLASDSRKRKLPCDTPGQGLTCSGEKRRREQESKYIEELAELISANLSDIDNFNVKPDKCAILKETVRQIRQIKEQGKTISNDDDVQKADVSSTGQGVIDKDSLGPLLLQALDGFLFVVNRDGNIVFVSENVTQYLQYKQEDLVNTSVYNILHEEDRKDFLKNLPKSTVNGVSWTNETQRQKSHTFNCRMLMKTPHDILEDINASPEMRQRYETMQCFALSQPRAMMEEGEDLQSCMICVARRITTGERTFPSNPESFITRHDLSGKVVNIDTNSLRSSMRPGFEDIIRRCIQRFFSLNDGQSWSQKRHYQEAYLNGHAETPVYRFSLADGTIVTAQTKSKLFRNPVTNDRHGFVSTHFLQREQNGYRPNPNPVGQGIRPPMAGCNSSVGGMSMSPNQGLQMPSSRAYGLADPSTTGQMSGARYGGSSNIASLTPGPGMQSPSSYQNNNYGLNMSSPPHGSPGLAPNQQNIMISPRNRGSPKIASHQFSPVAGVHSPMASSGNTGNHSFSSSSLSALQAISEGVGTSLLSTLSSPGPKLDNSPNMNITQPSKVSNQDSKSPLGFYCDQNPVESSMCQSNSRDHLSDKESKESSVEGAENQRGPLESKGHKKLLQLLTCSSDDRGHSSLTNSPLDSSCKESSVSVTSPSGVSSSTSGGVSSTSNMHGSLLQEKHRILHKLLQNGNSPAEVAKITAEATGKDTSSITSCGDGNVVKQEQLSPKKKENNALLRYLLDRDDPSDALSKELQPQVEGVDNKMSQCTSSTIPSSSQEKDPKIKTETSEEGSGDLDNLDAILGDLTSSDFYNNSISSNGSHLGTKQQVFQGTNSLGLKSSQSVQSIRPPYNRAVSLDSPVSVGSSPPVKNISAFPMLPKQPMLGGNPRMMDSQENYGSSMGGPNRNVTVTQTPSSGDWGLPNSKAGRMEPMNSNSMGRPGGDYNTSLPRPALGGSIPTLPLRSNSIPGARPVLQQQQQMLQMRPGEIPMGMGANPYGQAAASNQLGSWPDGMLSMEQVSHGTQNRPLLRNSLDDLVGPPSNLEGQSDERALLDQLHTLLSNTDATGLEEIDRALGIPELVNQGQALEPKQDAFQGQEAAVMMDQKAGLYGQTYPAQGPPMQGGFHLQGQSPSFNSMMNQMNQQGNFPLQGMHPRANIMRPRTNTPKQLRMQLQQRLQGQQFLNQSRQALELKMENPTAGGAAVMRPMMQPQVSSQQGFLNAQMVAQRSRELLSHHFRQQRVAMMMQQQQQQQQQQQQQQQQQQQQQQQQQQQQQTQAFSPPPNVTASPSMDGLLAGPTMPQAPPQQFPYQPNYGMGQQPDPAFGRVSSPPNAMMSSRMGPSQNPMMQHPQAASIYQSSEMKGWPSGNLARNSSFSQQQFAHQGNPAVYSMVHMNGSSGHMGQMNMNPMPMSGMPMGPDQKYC
# TWEAK Fn14 block: inhibitors of TWEAK-Fn14 interaction signaling | AID 1159606 | TWEAK-stimulated Fn14 reporter cells, luciferase luminescence, 8 h | actives 2% (n = 360,000) | inhibition, % at 10 µM; in the data active = inhibition above about 50%
# LRH-1 inv ag: NR5A2 inverse agonism in reporter assay. O00482. HEK293T StAR-luciferase reporter, LRH-1 transfected, 24 h. inhibition, % at 3.6 µM. actives 0.13% (n = 360,000);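 active = inhibition above the mean inhibition of all tested compounds plus 3 SD, cut at about 73% in these data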;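 also: 0% = DMSO wells and 100% = reporter-only cells lacking LRH-1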
# SRC1 inh: human NCOA1 inhibition; Q15788; AID 588354; HEK293 GAL4-SRC1 luciferase reporter, luminescence; inhibition, % at 3.6 µM; actives 0.12% (n = 360,000);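 active = inhibition above the campaign mean plus 3 SD, with each screening campaign given its own cutoff, cut at about 60% in these data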;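 also: 0% = DMSO treated cells and 100% = gossypol at 36 µM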
# COUP-TFII inh: blocks human COUP-TFII nuclear receptor. P24468. HEK293T NGFI-A luciferase reporter, luminescence. inhibition, % at 8.6 µM. actives 0.7% (n = 370,000). AID 686940;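 active = inhibition above a per-plate cutoff, mean inhibition of test wells between control levels plus 3 SD, cut at about 38% in these data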;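 also: cells cotransfected with COUP-TFII expression vector driving the NGFI-A reporter; 0% = median of COUP-TF2 test wells and 100% = reporter-only cells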
# NCOA2 inhibitor: human SRC2 (NCOA2) inhibition. Q15596. HEK293 GAL4-SRC2 luciferase reporter, luminescence. inhibition, % at 9 µM. actives 0.17% (n = 370,000). AID 651957;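 active = inhibition above the mean inhibition of all tested compounds plus 3 SD, set per campaign, cut at about 52% in these data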;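 also: 0% = DMSO treated cells and 100% = cells given Gossypol at 36 µM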
# NOD2-RIPK2 inh: inhibitors of human NOD2-RIPK2 interaction; inhibition, % at 4.98 µM; O43353; actives 0.38% (n = 360,000); CHO BLA complementation NOD2-RIPK2, CCF4 ratio; AID 624267; in the data active = inhibition above about 21%;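 also: 0% = vehicle only and 100% = reference blocker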
# EBV LMP1 NFkB: Epstein-Barr LMP1 NF-kappaB reporter inhibition | LMP1-induced NF-kappaB luciferase reporter cells, luminescence | inhibition, % at 12.5 µM | actives 0.69% (n = 350,000); in the data active = inhibition above about 41%;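 also: 0% = neutral control wells and 100% = reference inhibitor control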
# TROY signal inh: inhibitors of TROY-dependent NF-kB signaling | actives 0.98% (n = 360,000) | inhibition, % at 10 µM | Q293 LMP1-TROYcd NF-kB luciferase reporter, 4 h | AID 1347056;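 active = compounds whose plate-normalised and pattern-corrected inhibition of the luciferase reporter signal at the single screening dose is 50% or more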
# Numbers without * were called inactive; nt = not tested or not shown; & = joins results of further samples. Only part of the results is shown (hit frequency here may not be typical).
SMILES,TLR9-MyD88 block,C8 TRAIL sens,NCOA3 inh,TWEAK Fn14 block,LRH-1 inv ag,SRC1 inh,COUP-TFII inh,NCOA2 inhibitor,NOD2-RIPK2 inh,EBV LMP1 NFkB,TROY signal inh
COc1cccc(CCNc2ccc(N3C(=O)CC(C)C3=O)cc2[N+](=O)[O-])c1 (stereo not drawn),15,-12,7,-8,3,-9,19,-2,4,-4,-12
CC(=O)Nc1cc(NC(C)=O)cc(-c2nc3ccccc3[nH]2)c1,-5,-12,11,-8,-4,9,-16,-20,6,-1,-10
C/C(O)=C/c1nc2ccccc2[nH]c1=O,-10,1,-3,31,13,9,9,-25,1,5,-20
COc1ccc(-c2ccc(SCC(=O)NC3CCCC3)nn2)cc1OC,-12,3,-30,-8,-27,-6,-22,-17,3,6,5
COCCn1c(SCC#N)nnc1-c1ccc([N+](=O)[O-])cc1,-1,-6,25,19,5,5,9,-19,-3,1,18
CCOC(=O)CC1ON(C)C(=O)N1c1ccc(Cl)cc1Cl (stereo not drawn),2,-10,-5,1,17,-4,8,-4,-4,2,7
O=C(NNC(=O)C1CCN(S(=O)(=O)c2ccccc2C(F)(F)F)CC1)c1ccccc1O,-5,18,5,-21,16,8,4,-16,8,16,-10
Cc1ccc(-c2nnc(-c3ccc(Br)cc3)o2)o1,-4,14,-60,-3,-40,-34,2,-7,-2,-25,3
OC(CNc1ncnc2sccc12)c1ccccc1 (stereo not drawn),-6,19,-52,29,-57,-55,40*,-17,3,17,10
O=C1/C(=C\c2cccc(O)c2)SC(=S)N1Cc1ccccc1,-7,22,9,-2,9,20,5,17,-8,6,4
CC(C)(C)OC(=O)CNC(=O)c1nc[nH]c1C(=O)N1CCNCC1,1,7,2,2,11,-2,-10,8,5,-5,12
O=C(CN1CCN(C(=O)c2ccco2)CC1)Nc1ccc(Br)cc1,-18,-6,-8,3,-16,3,-2,0,-7,-2,4
COc1ccc(/C=C(/NC(=O)c2cccs2)C(=O)NC(C)(C)C)cc1OC,5,-10,7,8,4,5,15,-22,2,7,-3
O=C(NCCCN1CCOCC1)c1ccc(S(=O)(=O)N2CCOCC2)cc1,1,9,8,9,-19,7,5,3,-1,5,-7
O=C(COC(=O)Cc1n[nH]c(=O)c2ccccc12)Nc1ccc(Cl)cc1F,-7,3,7,-5,11,0,3,13,6,-18,3
CN(C)c1nc2c(c(=O)[nH]c(=O)n2C)n1CCCc1ccccc1,4,23,14,0,0,-1,20,20,0,-4,6
CCC1=NC(c2ccccc2Cl)N(O)C1(C)C (stereo not drawn),-6,-2,15,-17,29,7,-13,-5,2,-5,-31
O=C(N/N=C1\C2CN3CCN(C2)CC1(c1ccccc1)C3)Nc1ccccc1,-10,-12,11,7,3,-2,-1,7,2,2,-2
O=C1CC(/C=C/c2ccc(Cl)cc2)=Nc2ccccc2N1,-8,5,-69,13,-46,-54,-40,-7,3,-27,14
O=C(NC1CCCC1)C(c1ccc(F)cc1)N(Cc1ccc(F)cc1)C(=O)c1ccn[nH]1 (stereo not drawn),-4,-15,18,18,16,6,-2,1,0,1,-5
Cc1ccc(N(C(C)C(=O)Nc2cc(Cl)ccc2Oc2ccccc2)S(C)(=O)=O)cc1 (stereo not drawn),7,14,6,7,0,3,6,-3,-9,-26,2
COc1cccc(CN2CCN(CCCc3ccccc3)C(CCO)C2)c1OC (stereo not drawn),-8,10,-3,5,18,7,17,-1,1,-6,1
CC(C)C(=O)Nc1cccc(C(=O)NCCc2ccc(S(N)(=O)=O)cc2)c1,7,-9,0,-24,1,3,18,2,0,7,10
O=C(O)c1ccc(F)c(S(=O)(=O)Nc2ccccc2Cl)c1,2,-13,-4,8,6,1,-15,-12,1,2,-9
O=C(N/N=C/c1cc2ccccc2[nH]1)c1ccccc1Cl,8,-9,-8,-6,11,-4,-8,-19,-5,-5,-43
SMILES,TLR9-MyD88 block,C8 TRAIL sens,NCOA3 inh,TWEAK Fn14 block,LRH-1 inv ag,SRC1 inh,COUP-TFII inh,NCOA2 inhibitor,NOD2-RIPK2 inh,EBV LMP1 NFkB,TROY signal inh
COc1ccc(/C(O)=C2\C(=O)C(=O)N(CCN(C)C)C2c2cccc(OC)c2OC)cc1 (stereo not drawn),5,-4,20,3,-2,-23,5,0,-3,-15,-3
COc1ccccc1C(=O)n1nc(-c2cccnc2)nc1NCc1ccccc1,6,21,-1,14,-10,-4,-15,-2,8,-6,3
CC(CCc1ccccn1)C(=O)c1ccccc1 (stereo not drawn),-2,-3,-29,11,-1,-16,3,-57,-7,-5,-15
Cn1c(=O)cc(SCC(=O)N2CCN(Cc3ccc4c(c3)OCO4)CC2)c2ccccc21,-6,8,5,14,0,-1,-11,14,-7,5,16
CCOc1ccc(NC(=O)CSc2nc3ccccc3c(=O)n2CCCC(=O)NCCCN2CCCC2=O)cc1,-2,-7,12,-14,-7,7,-9,-9,1,3,-1
O=C(NNS(=O)(=O)c1ccc(F)cc1)c1ccccc1O,0,-18,-3,6,-10,-2,4,15,-8,1,-19
O=C(NCc1cccnc1)/C(=C/c1ccc([N+](=O)[O-])cc1)NC(=O)c1ccccc1,-5,-8,7,26,-1,8,2,19,-8,3,-3
CCC(C)(C)NC(=O)CN(Cc1cccs1)C(=O)CNS(=O)(=O)c1ccc(C)cc1,-2,-9,-4,8,-7,4,-23,3,-9,4,-3
CN(C)S(=O)(=O)Nc1cc(F)cc(F)c1,1,7,-16,-14,-6,-15,-12,-4,-8,1,-4
CCn1c(=O)c2sccc2n(CC(=O)NCCC2=CCCCC2)c1=O,-9,-8,1,4,-16,-39,10,11,-9,-6,6
Cc1cc(C)n(CCC(=O)N2CCN(S(=O)(=O)c3ccccc3)CC2)n1,5,-9,-16,13,7,-17,19,2,-8,1,8
O=C(O)CC1(CC(=O)NCc2cccc(Cl)c2)CCCCC1,5,2,-28,-6,6,5,-8,11,-11,nt,-16
CNC(=O)c1[nH]cnc1C(=O)Nc1ccccc1,5,-10,-1,2,13,-15,-26,-23,-3,11,-12
CCn1cc(C(=O)O)c(=O)c2cc(F)c(N3CCN(S(=O)(=O)c4ccc(NC(=O)OC)cc4)CC3)cc21,8,-13,-1,15,5,-1,0,-33,1,-3,27
CCCCN(C(=O)Nc1ccccc1)C1CCS(=O)(=O)C1 (stereo not drawn),2,6,8,7,27,-3,-14,-11,-4,4,-1
O=C(Cc1cccc2ccccc12)Nc1nc(-c2cccc([N+](=O)[O-])c2)cs1,2,-5,2,2,7,16,-1,-14,-2,8,6
CC1CC(C)CN(C(=O)c2cc3c(=O)n4ccccc4nc3s2)C1 (stereo not drawn),5,6,2,9,-12,0,-4,-11,-15,-8,-20
CN(CC(=O)Nc1ccccc1Cl)C(=O)CSc1nncn1C,-1,-2,2,0,7,-24,-7,1,1,-4,-6
N#CCCN1CCn2c1nc1ccccc12,-5,-3,-7,-11,-12,0,-15,7,-8,3,-2
O=S(=O)(c1ccc(F)cc1)N1CCN(S(=O)(=O)c2cccs2)CC1,0,9,15,0,-13,-46,9,10,1,-1,-3
CCOC(=O)c1c(C)[nH]c(C)c1S(=O)(=O)N(C)CC(=O)Nc1cc(C)ccc1OC,14,-5,19,-1,6,23,10,19,-8,-5,-8
COc1ccc(S(=O)(=O)N2CCN(C(=O)[C@@H]3CCCN3C(=O)c3cccs3)CC2)cc1,8,2,18,-6,25,-71,10,-15,-4,0,2
CCOC(=O)N1CCN(C(=O)C2CCC(=O)N(CCc3ccccc3)C2)CC1 (stereo not drawn),11,-5,12,-2,-9,-14,-6,7,1,-6,-6
COc1cc2c(cc1OC)C(C)N(C(=O)c1cc(C)on1)CC2 (stereo not drawn),-1,10,25,-6,10,-7,-63,9,6,17,42
C[C@H](NC(=O)c1cc2cc(Cl)ccc2n1C)C(=O)N[C@@H](C(=O)O)c1ccccc1,-9,-9,7,-4,10,-11,14,-22,0,0,6

# The list goes on, starting with the last 2 of the part before.
SMILES,TLR9-MyD88 block,C8 TRAIL sens,NCOA3 inh,TWEAK Fn14 block,LRH-1 inv ag,SRC1 inh,COUP-TFII inh,NCOA2 inhibitor,NOD2-RIPK2 inh,EBV LMP1 NFkB,TROY signal inh
COc1cc2c(cc1OC)C(C)N(C(=O)c1cc(C)on1)CC2 (stereo not drawn),-1,10,25,-6,10,-7,-63,9,6,17,42
C[C@H](NC(=O)c1cc2cc(Cl)ccc2n1C)C(=O)N[C@@H](C(=O)O)c1ccccc1,-9,-9,7,-4,10,-11,14,-22,0,0,6
CCOCCCNC(=O)c1ccc(NC(C)=O)cc1,4,13,3,-1,1,-13,1,-26,2,-6,-4
CCN1CCN(Cc2ccc(NC(=O)c3ccc(C)c(NC(=O)c4ccno4)c3)cc2C(F)(F)F)CC1,2&-1,23&8,-6&5,-53&-85,-24&8,11&0,9&-1,16&8,4&-10,47*,4&-17
O=C(C1CCN(c2nc3nonc3nc2N2CCCCC2)CC1)N1CCOCC1,1,-4,9,-3,-6,8,-9,-16,-4,-8,15
O=C(CCc1ccccc1)NCc1ccccc1,-8,-1,14,-7,-1,-7,-9,-12,-13,-17,-4
CCn1c(SCC(=O)N/N=C/C=C/c2ccco2)nnc1-c1ccc(OC)cc1,4,-7,14,2,5,-17,-4,-3,8,-2,3
Cc1ccc(S(=O)(=O)N2[C@@H](c3ccc(Br)cc3)C(C(=O)O)=CC[C@H]2c2ccc(Cl)cc2)cc1,-16,2,16,27,-16,2,19,-3,-13,3,43
COc1ccc(-c2cc(C(=O)c3c(N)n(C)c(=O)n(C)c3=O)c3ccccc3n2)cc1OC,-9,35,-34,-26,-16,-48,-56,-25,-6,4,-27
O=C(Nc1cc(Cl)ccc1O)C1CC(c2c(F)cccc2Cl)=NO1 (stereo not drawn),-2,2,1,-14,-11,-1,-6,5,-1,5,12
CCCCn1c(-c2ccco2)n[nH]c1=S,8,-3,-13,23,4,7,1,13,-12,-6,-10
C[C@H]1CN([C@@H](C)CO)C(=O)CCCn2cc(nn2)CO[C@@H]1CN(C)C(=O)C1CCCCC1,0,-19,5,-9,13,2,10,-1,-7,10,-13
COc1ccc(S(=O)(=O)N2CCOC2CNC(=O)C(=O)NCc2ccncc2)cc1 (stereo not drawn),-17,-10,-3,8,-2,-32,-6,20,-8,0,-5
Cc1cccc(NS(=O)(=O)c2cccc(C(=O)N3CCC3)c2)c1,-5,0,11,14,-7,8,-19,5,-2,-9,5
COc1nc(Nc2cccc(C)c2)nc(N2CCCCC2)n1,-5,2,-10,-8,-27,-28,-3,3,1,-1,1
COc1cc(C2(C)SCCCS2)cc(OC)c1OC,nt,9,nt,-16,2,nt,-3,-32,1,nt,-5
COC(=O)c1cnn2c1C(=O)N(Cc1cccs1)CC2,1,-2,12,0,3,-20,3,-4,-8,9,3
CCOCCCNC(=O)CN1C(=O)c2ccccc2Sc2ncccc21,-9,-25,9,8,-1,10,9,5,7,3,-29
O=S(=O)(NCCN1CCOCC1)c1ccc(Oc2ccccc2Cl)cc1,-7,6,5,23,-6,-21,14,14,4,8,16
O=C(c1ccco1)N1CCN(S(=O)(=O)c2ccccc2)CC1,-4,7,-1,-19,-10,11,2,10,-6,23,0
Cc1cccc(S(=O)(=O)c2c(C)cc(C)[nH]c2=O)c1,-8,-10,-14,20,9,-11,1,-11,2,-2,-14
CCCCn1c(N)c(N(C)C(=O)c2c(C)nn(-c3ccccc3)c2C)c(=O)[nH]c1=O,-1,9,-15,9,-6,-4,-22,-40,-9,4,10
